Screening results (PubChem BioAssay)
ERp5 block = ERp5 (human) disulfide isomerase inhibition; 350,000 tested, 0.05% active; ERp5 insulin aggregation, absorbance 650 nm, 90 min; inhibition, % at 9.99 µM;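 active = mean replicate inhibition above about 25%, with every replicate also reaching it, limit read from the data, passing the limit was not always enough; inconclusive = only one of those two criteria met; inactive = neither criterion met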
Target sequence (Q15084 whole entry, looked up): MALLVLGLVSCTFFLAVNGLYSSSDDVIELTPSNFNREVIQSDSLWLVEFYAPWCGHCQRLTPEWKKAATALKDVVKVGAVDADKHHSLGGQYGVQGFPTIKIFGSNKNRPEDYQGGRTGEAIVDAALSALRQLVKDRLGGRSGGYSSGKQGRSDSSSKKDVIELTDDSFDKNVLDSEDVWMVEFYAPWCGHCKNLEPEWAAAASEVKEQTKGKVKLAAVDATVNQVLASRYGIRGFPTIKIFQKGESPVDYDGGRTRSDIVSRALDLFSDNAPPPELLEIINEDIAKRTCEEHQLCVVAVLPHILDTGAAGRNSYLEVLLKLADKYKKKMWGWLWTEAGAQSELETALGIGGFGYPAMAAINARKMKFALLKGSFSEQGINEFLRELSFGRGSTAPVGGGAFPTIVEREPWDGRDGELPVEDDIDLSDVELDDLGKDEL
C2C12 statin = suppression of simvastatin myotoxicity; C2C12 myotubes + simvastatin, ATP luminescence, 48 h; scaled: DMSO 0, geranylgeraniol control 100; rescue of ATP level, % at 7.49 µM; 330,000 tested, 0.78% active; AID 602340;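 active = mean ATP rescue above about 67%, or every replicate alone reaching that limit, limit read from the data, passing the limit was not always enough; inconclusive = no clear call, values can overlap the other calls; inactive = mean under the limit and some replicate under it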;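 note: myotubes were challenged with 10 µM simvastatin during compound exposure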
DENV2 CPE rescue = inhibitors of DENV2 cytopathic effect; DENV2-infected cells, cytopathic effect rescue, plate reader; CPE inhibition, % at 9.99 µM; 350,000 tested, 1.7% active; AID 651640; in the data active = CPE inhibition above about 20%, passing the limit was not always enough; inconclusive = no clear call, values can overlap the other calls; tested in BHK-21 cells;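 note: 0% = median of neutral control wells and 100% = median of positive control wells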
E-sel inducer = induces E-selectin expression in human endothelial cells; HUVEC E-selectin immunofluorescence imaging; normalized: neutral wells 0, TNF-alpha wells 100; 260,000 tested, 0.37% active; activation, % at 7.58 µM;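 active = mean E-selectin-positive cell signal at least 10% of the positive control, reached in at least 60% of replicates, without over 20% cell loss; inconclusive = no rule given, readout overlaps actives, possibly toxicity-flagged; inactive = the rest, including those meeting only one limit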;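 note: in these data hits start at about 27%; measured in HUVEC primary endothelial cells; signal is the percent of cells scored E-selectin positive by PE staining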
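System: HUVEC, human umbilical vein endothelial cells; quantity: 3,000 cells/well; buffer or medium: EGM-2 medium, gelatin-coated wells; dosing: single-point compound dose; detection: immunofluorescence imaging; evaluation: % PE-positive cells; benchmarks: TNF-alpha, DMSO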
PglD DTNB = inhibitors of Campylobacter jejuni PglD acetyltransferase; 360,000 tested, 0.098% active; AID 602405; purified PglD enzyme, DTNB colorimetric CoA detection; inhibition, % at 12.5 µM; in the data active = inhibition above about 16%, passing the limit was not always enough; inconclusive = no clear call, values can overlap the other calls; note: strong numbers were not always called active
S100A4 MyoIIA = inhibitors of human S100A4 binding to myosin IIA peptide | P26447 | S100A4/TAMRA-MyoIIA peptide fluorescence polarization | inhibition, % at 10.7 µM | 360,000 tested, 0.14% active;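 active = mean inhibition of at least 70% across replicates, with every replicate also reaching that level; inconclusive = mean inhibition reaches 70% but some replicates fall short; inactive = mean inhibition below 70%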
Target sequence (P26447 whole entry, looked up): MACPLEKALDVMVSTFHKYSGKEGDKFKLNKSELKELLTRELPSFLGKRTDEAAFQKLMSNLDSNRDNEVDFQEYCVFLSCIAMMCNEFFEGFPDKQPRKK
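assay system = human S100A4 monomer with TAMRA-labelled myosin IIA peptide | also added = labelled myosin peptide probe, 5 nM | incubation = 5 min between mix addition and reading | control set = DMSO and TFP controls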
SIRT5 block = blocks human SIRT5 desuccinylation of peptide; Q9NXA8; Purified SirT5, succinyl-peptide AMC, trypsin-coupled fluorescence; inhibition, % at 15 µM; 330,000 tested, 1.1% active; AID 652115; in the data active = inhibition above about 15%; inconclusive = no clear call, values can overlap the other calls
Target sequence (Q9NXA8 whole entry, looked up): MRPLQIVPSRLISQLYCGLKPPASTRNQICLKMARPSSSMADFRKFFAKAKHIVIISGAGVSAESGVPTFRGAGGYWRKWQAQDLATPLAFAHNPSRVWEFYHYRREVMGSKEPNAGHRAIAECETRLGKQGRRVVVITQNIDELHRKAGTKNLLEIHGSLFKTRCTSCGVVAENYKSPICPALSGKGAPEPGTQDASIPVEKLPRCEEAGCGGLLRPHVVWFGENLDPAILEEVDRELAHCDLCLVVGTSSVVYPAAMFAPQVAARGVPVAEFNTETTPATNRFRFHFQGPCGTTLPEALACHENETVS
* marks the source's active call; other numbers are inactive results; ? = inconclusive; . = not tested or not shown. Some of the compounds tested; count on the stated rates, not on these rows.

SMILES | ERp5 block | C2C12 statin | DENV2 CPE rescue | E-sel inducer | PglD DTNB | S100A4 MyoIIA | SIRT5 block
CCN1CCN(C(=O)Cn2ncc3c([nH]c4ccccc43)c2=O)CC1 | 11 | -5 | 1 | . | -3 | -5 | -3
COc1ccc(-c2cnc(SCCNC(=O)c3ccc4c(c3)OCO4)[nH]2)cc1 | -1 | . | 14 | . | 4 | 2 | 0
N#Cc1ccc(S(=O)(=O)N2CCN(C(=O)[C@@H]3CCCN3C(=O)c3cccs3)CC2)cc1 | -1 | -10 | -3 | 4.6 | 3 | 1 | -1
O=C(Nc1nccs1)c1ccccn1 | -3 | . | 7 | 5.0 | . | 0 | -5
N#Cc1ccc(COC(=O)CSc2nnc(N)s2)cc1 | -2 | . | 15 | 0.0 | . | 0 | -1
C[C@H]1CN([C@@H](C)CO)C(=O)c2cccc(NC(=O)Nc3ccc4c(c3)OCO4)c2O[C@@H]1CN(C)Cc1ccc2c(c1)OCO2 | -2 | -16 | -4 | -0.2 | 1 | 6 | -4
Cn1c(C(=O)NCCCN2CCN(c3ccc(F)cc3)CC2)cc2c(=O)n(C)c3ccccc3c21 | 6 | -9 | -17 | . | -3 | -7 | .
O=C(NN1C(=O)c2ccccc2NC1c1cccnc1)c1ccccc1 (stereo not given) | -11 | 3 | 1 | ? | 1 | -2 | 0
COc1ccc(C)cc1-n1nnnc1SCC(=O)NC1CC1 | 7 | 1 | -2 | -0.5 | 1 | 0 | -4
COCC(=O)Nc1ccc2c(c1)[C@@H]1C[C@@H](CC(=O)NCCc3ccccc3)O[C@H](CO)[C@@H]1O2 | -19 | 2 | -3 | -0.2 | 1 | -3 | 0
CC(C)CC#Cc1ccc2c(c1)O[C@H](CN(C)Cc1ccccn1)[C@H](C)CN([C@H](C)CO)S2(=O)=O | -3 | -29 | 5 | 0.1 | 4 | -8 | 4
C[C@@H]1CN([C@H](C)CO)C(=O)Cc2cc(NC(=O)NC3CCCCC3)ccc2O[C@H]1CN(C)S(=O)(=O)c1ccccc1 | -4 | 24 | 6 | 0.0 | 0 | -3 | 0
COCC(=O)Nc1ccc2c(c1)C(=O)N(C)[C@H]1CC[C@H](CC(=O)Nc3cn(C)nc3C)O[C@H]1CO2 | . | 14 | -3 | 0.0 | 0 | . | .
COc1ccc(Cl)cc1N1C(=O)CC(N2CCN(S(=O)(=O)c3ccccc3F)CC2)C1=O (stereo not given) | -2 | -1 | 37* | -0.1 | 2 | -2 | -1
Cc1ccc(/C=N/Nc2nnc(Cl)c3ccccc23)cc1 | 5 | 2 | -5 | . | 1 | 10 | 2
CCCCCC(=O)Nc1cccc(C2=NOC3(C2)C[C@@H](C(N)=O)N(C(=O)c2ccc(OC)cc2)C3)c1 (stereo not given in full) | . | -10 | . | -0.2 | 4 | . | .
Cc1ccsc1C(=O)NN=C1CCCCCC1 | 4 | 0 | 2 | 0.1 | 1 | 4 | -3
CCC1CCCCN1CCCNC(=O)CCNC(=O)Cn1cnc2ccccc2c1=O (stereo not given) | 3 | 6 | ? | -0.1 | 1 | 2 | .
Cc1nn(-c2ccccc2)c(N2CCCC2)c1/C=N/NC(=O)c1cc2ccccc2cc1O | 9 | . | -5 | 0.5 | . | -7 | 3
Cc1ccccc1NC(=O)CSc1n[nH]c(-c2ccccn2)n1 | 5 | 3 | -3 | -0.3 | -1 | -2 | -4

The list goes on, starting with the last four of the part before.
SMILES | ERp5 block | C2C12 statin | DENV2 CPE rescue | E-sel inducer | PglD DTNB | S100A4 MyoIIA | SIRT5 block
Cc1ccsc1C(=O)NN=C1CCCCCC1 | 4 | 0 | 2 | 0.1 | 1 | 4 | -3
CCC1CCCCN1CCCNC(=O)CCNC(=O)Cn1cnc2ccccc2c1=O (stereo not given) | 3 | 6 | ? | -0.1 | 1 | 2 | .
Cc1nn(-c2ccccc2)c(N2CCCC2)c1/C=N/NC(=O)c1cc2ccccc2cc1O | 9 | . | -5 | 0.5 | . | -7 | 3
Cc1ccccc1NC(=O)CSc1n[nH]c(-c2ccccn2)n1 | 5 | 3 | -3 | -0.3 | -1 | -2 | -4
CCCCn1c(N)c(N(CCOC)C(=O)C2CCN(S(=O)(=O)c3ccc(C)c(C)c3)CC2)c(=O)[nH]c1=O | -4 | -17 | -2 | -0.2 | 3 | -2 | 7
CCn1cnnc1SCC(=O)NCC1COc2ccccc2O1 (stereo not given) | 4 | -2 | 0 | . | -2 | -6 | -1
COc1cccc(CN2CC(C(=O)NCCOc3ccccc3F)CCC2=O)c1 (stereo not given) | 7 | -1 | -1 | . | 1 | 3 | -1
C[C@@H]1CCCCO[C@@H](CN(C)Cc2ccc(C(=O)O)cc2)[C@H](C)CN([C@H](C)CO)C(=O)c2cc(NS(=O)(=O)c3ccc(Cl)cc3)ccc2O1 | 0 | . | 4 | -0.2 | 4 | -6 | 2
OCCCc1cn(-c2ccccc2)c2ccccc12 | 1 | . | -5 | . | . | 21 | -1
CNC[C@@H]1Oc2cc(C#CC(C)C)ccc2S(=O)(=O)N([C@@H](C)CO)C[C@H]1C | -2 | -35 | -1 | 0.1 | 2 | -30 | -3
Cc1nc2c(ncn2-c2ccccc2)c(=O)n1NC(=O)CN1CCCC1 | -2 | . | -2 | 0.0 | . | -6 | 1
CCOC(=O)[C@]12CCCC=C1N(Cc1ccc(Cl)cc1Cl)C(=O)[C@H](CC(=O)NCCCN1CCCC1=O)C2 | -5 | . | -3 | . | . | 1 | -12
CNC(=S)N/N=C/c1cn(Cc2ccc(C)cc2)c2ccccc12 | 4 | . | -5 | . | -5 | 4 | -2
Cc1ccccc1NS(=O)(=O)c1ccc(NC(=O)c2nc3ncccn3n2)cc1 | 1 | 23 | . | . | -4 | 5 | .
CC(=O)N(C)C[C@@H]1Oc2cc(C#Cc3ccccc3)ccc2S(=O)(=O)N([C@@H](C)CO)C[C@H]1C | -4 | 1 | -4 | 1.2 | -3 | -1 | 4
CCCCn1c(N)c(N(CCOC)C(=O)c2cc(-c3ccc(F)cc3)nc3ccccc23)c(=O)[nH]c1=O | 0 | . | -5 | . | -2 | 1 | 2
COc1cccc(NC(=O)C2(C)CCN2Cc2ccc(OC(C)C)cc2)c1 (stereo not given) | 8 | -12 | 5 | -0.3 | -1 | -30 | -3
C#CCOc1ccc(/C=C2/C(=O)NN(c3ccc(F)cc3)C2=O)cc1OC | 6 | 0 | -2 | 0.0 | 0 | 1 | -6
O=C(C[C@@H]1CC[C@H]2[C@@H](COC[C@H](O)CN2CC2CCOCC2)O1)NCC1CCCCC1 | -4 | 1 | 14 | 0.3 | -1 | 10 | 0
Brc1ccc(C2=CSC3=NCCN23)cc1 | 5 | 14 | 3 | -0.1 | 2 | 2 | 1
N#C[C@@H]1[C@H](c2ccc(-c3cncnc3)cc2)[C@H](CO)N1C(=O)CN1CCOCC1 | -6 | -12 | 1 | -0.3 | 4 | -5 | 1
COc1ccc(S(=O)(=O)Nc2ccc3c(c2)C(=O)N([C@H](C)CO)C[C@@H](C)[C@@H](CN(C)Cc2ccc(Cl)c(Cl)c2)OCCCC[C@H](C)O3)cc1 | -8 | . | -18 | 0.1 | . | -3 | .
C[C@@H]1CN([C@@H](C)CO)S(=O)(=O)c2ccc(-c3ccncc3)cc2O[C@H]1CN(C)Cc1ccc(Oc2ccccc2)cc1 | 6 | -118 | -25 | 0.2 | 4 | -8 | 1
O=C(Nc1ccnn1C1CCN(CCCc2ccccc2)CC1)c1cccc(F)c1 | -11 | . | 7 | . | -2 | 2 | -2
CC1CCCCC1NC(=O)CCn1c(=O)oc2ccccc21 (stereo not given) | -3 | 16 | -5 | . | -3 | -5 | -1
Cc1onc(-c2c(Cl)cccc2Cl)c1NC(=O)N(C)N | 5 | 9 | 1 | 1.6 | -1 | 1 | 6
CCN(CC(=O)Nc1cc(Cl)ccc1C)C(=O)CCOc1ccc(C)cc1 | 2 | 0 | 0 | -0.2 | -3 | -3 | 1
O=C(CC1CC1)Nc1ccc2c(c1)[C@H]1C[C@@H](CC(=O)N3CCc4ccccc4C3)O[C@H](CO)[C@H]1O2 | 11 | -3 | -2 | -0.3 | -5 | 3 | 4
Cc1cc(=O)[nH]c(=O)n1Cc1ccccc1 | -1 | 1 | -7 | 1.5 | 1 | 5 | -1
CCC(c1nc2ccccc2[nH]1)N(CCCn1ccnc1)C(=O)c1ccc(C(F)(F)F)cc1 (stereo not given) | -2 | -4 | 10 | 1.6 | 3 | -6 | -4
COc1ccccc1N(C)S(=O)(=O)c1ccc(C(=O)OCC(=O)Nc2ccc(C(N)=O)cc2)cc1 | -13 | 3 | 1 | . | -2 | 6 | -1
COc1ccc(C(C)(NC(C)=O)c2nc(-c3cccc(NC(C)=O)c3)cs2)cc1 (stereo not given) | -4 | -2 | 3 | -0.2 | 3 | -1 | .
CCN(c1cccc(C)c1)S(=O)(=O)c1ccc2[nH]c(=O)c(=O)[nH]c2c1 | 1 | 53 | 4 | . | . | 4 | 1
CC(C)(C)N1CC23CCC(C[C@@H]2C1=O)O3 (stereo not given in full) | 4 | 14 | 39* | 1.5 | -2 | -20 | .
COc1ccc(C2CC(c3cccs3)Nc3nnnn32)cc1 (stereo not given) | -15 | . | 4 | . | . | 3 | 3
CCCC(=O)Nc1ccc2c(c1)C(=O)N(C)C[C@H](OC)[C@@H](C)CN(CCc1ccccc1)[C@@H](C)CO2 | 1 | 14 | -2 | -0.1 | -1 | -2 | 3
CCC(=O)N1[C@H](CO)[C@H](c2ccc(-c3ccccc3)cc2)[C@@H]1CNC(=O)C1CC1 | -1 | . | 11 | 0.1 | . | 4 | 1
CCNC(=O)N1CCN(S(=O)(=O)c2ccc3c(c2)OCCCO3)CC1 | -8 | -7 | 1 | . | -4 | -2 | 1
O=C(NCC[C@H]1CC[C@H](NS(=O)(=O)c2cccc(F)c2)[C@H](CO)O1)Nc1cc(F)ccc1F | -3 | 1 | -4 | -0.2 | 2 | 5 | 2
Cc1ccc(OCc2cc(C(=O)N(C)Cc3cnn(C)c3)no2)cc1C | 8 | 6 | 0 | 0.6 | -2 | -3 | .

Three compounds from above, ordered by their value in PglD DTNB, high to low.
canonical_smiles	ERp5 block	DENV2 CPE rescue	PglD DTNB	S100A4 MyoIIA	SIRT5 block
CCC(c1nc2ccccc2[nH]1)N(CCCn1ccnc1)C(=O)c1ccc(C(F)(F)F)cc1 (stereo not given)	-2	10	3	-6	-4
O=C(NCC[C@H]1CC[C@H](NS(=O)(=O)c2cccc(F)c2)[C@H](CO)O1)Nc1cc(F)ccc1F	-3	-4	2	5	2
Cc1onc(-c2c(Cl)cccc2Cl)c1NC(=O)N(C)N	5	1	-1	1	6
